NPR2 activator: GC-B (human) receptor activation; AID 1920062; P20594; HEK293-GC-B cells, CNP EC30, cGMP TR-FRET; 0% at EC30 CNP, 100% saturating CNP; 370,000 compounds, 0.11% hits; activation, % at 10 µM;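 active = activation at 10 µM reaching about 35% in either raw or pattern-adjusted values, limit read from the data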
SIAE primary: blocks human sialic acid acetylesterase. Q9HAT2. SIAE FP-Rh probe binding, fluorescence polarization. inhibition, % at 9.66 µM. 370,000 compounds, 0.69% hits. AID 1053197;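 active = inhibition above a cutoff: mean of compounds within the control limits plus 3 SD of those, cut at about 17% in these data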;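 also: 0% = plate median of compound wells and 100% = probe without SIAE protein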
TCR CD3 inh: blocks the human TCR-CD3 interaction | TAMRA-labeled TCR probe fluorescence, biochemical | inhibition, % at 9.4 µM | 360,000 compounds, 0.37% hits; in the data active = inhibition above about 19%;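 also: recombinant mutant TCR 2C K166C tagged with TAMRA read by polarization; 0% = receptor in buffer alone and 100% = receptor with positive control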
NPR1 activator: GC-A (human) enzyme activation. P16066. HEK293 GC-A cells, cGMP TR-FRET, EC30 ANP; 0% at EC30 ANP, 100% saturating ANP. 370,000 compounds, 0.14% hits. AID 1671463. activation, % at 10 µM; in the data active = activation above about 40%
PRMT1 inh: PRMT1 (human) inhibition, primary screen; recombinant PRMT1, activity-based probe fluorescence polarization; inhibition, % at 2.79 µM; 370,000 compounds, 1.3% hits;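 active = inhibition above about 21% made by adding two undisclosed values, limit read from the data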
Target sequence (Q99873 whole entry, looked up): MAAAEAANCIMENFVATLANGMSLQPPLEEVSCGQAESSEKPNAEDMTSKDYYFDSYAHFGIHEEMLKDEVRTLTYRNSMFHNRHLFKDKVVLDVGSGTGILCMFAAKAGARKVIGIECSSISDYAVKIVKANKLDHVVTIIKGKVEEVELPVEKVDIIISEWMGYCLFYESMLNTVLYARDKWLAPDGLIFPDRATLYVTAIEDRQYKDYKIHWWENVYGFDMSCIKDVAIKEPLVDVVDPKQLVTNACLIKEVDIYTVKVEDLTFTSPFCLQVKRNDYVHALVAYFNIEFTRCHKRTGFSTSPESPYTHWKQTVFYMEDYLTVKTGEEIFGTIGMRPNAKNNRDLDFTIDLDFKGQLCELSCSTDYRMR
rCAG binder: molecules binding r(CAG) RNA repeats; AID 651821; inhibition, % at 3 µM; r(CAG) RNA repeat, TO-PRO-1 dye displacement fluorescence; 370,000 compounds, 1.3% hits;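 active = inhibition above the plate cutoff, the mean of all test compounds on that plate plus 3 SD, cut at about 35% in these data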;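 also: 0% = DMSO alone and 100% = 100 µM mitoxantrone as full dye displacement; higher means more dye released from RNA so lower well fluorescence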
MBD2 inh: inhibitors of human MBD2 binding to methylated oligonucleotide; Q9UBB5; TR-FRET; inhibition, % at 4.4 µM; 370,000 compounds, 0.31% hits; in the data active = inhibition above about 13%
Target sequence (Q9UBB5 whole entry, looked up): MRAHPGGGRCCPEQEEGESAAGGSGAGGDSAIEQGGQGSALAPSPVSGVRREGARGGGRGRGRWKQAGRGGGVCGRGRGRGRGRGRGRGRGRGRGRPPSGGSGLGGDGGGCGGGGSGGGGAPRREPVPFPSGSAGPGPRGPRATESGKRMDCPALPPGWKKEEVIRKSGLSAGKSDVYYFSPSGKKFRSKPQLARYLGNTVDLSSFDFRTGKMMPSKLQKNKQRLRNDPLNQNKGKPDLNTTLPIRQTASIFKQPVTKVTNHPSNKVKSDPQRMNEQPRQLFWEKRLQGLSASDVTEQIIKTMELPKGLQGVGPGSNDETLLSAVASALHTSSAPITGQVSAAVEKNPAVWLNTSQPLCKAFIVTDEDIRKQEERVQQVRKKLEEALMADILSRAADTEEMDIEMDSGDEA
HTRA1 inhibitor: blocks human HTRA1 serine peptidase. 340,000 compounds, 0.5% hits. recombinant HTRA1, FP-rhodamine activity-based probe, fluorescence polarization. inhibition, % at 5.96 µM. Q92743; in the data active = inhibition above about 36%;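 also: 0% = enzyme with DMSO and 100% = wells lacking enzyme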
UHRF1 binding: blocks human UHRF1 binding to methylated DNA; UHRF1 binding to methylated oligo, TR-FRET; Q96T88; 370,000 compounds, 0.75% hits; inhibition, % at 4.4 µM; in the data active = inhibition above about 21%;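 also: UHRF1 SRA domain binding a hemimethylated CpG hairpin DNA probe; 0% = median of test compound wells and 100% = reference inhibitor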
ABHD4 inh: inhibitors of mouse ABHD4. Q8VD66. purified mABHD4, FP-Rh probe fluorescence polarization. inhibition, % at 8.92 µM. 370,000 compounds, 0.54% hits. AID 720543;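 active = inhibition exceeding the mean over every tested compound plus 3 SD, cut at about 30% in these data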;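 also: 0% = plate median of compound wells and 100% = S159A mutant with DMSO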
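System: mouse ABHD4 enzyme, wild type / Medium: HEPES pH 7.0, NaCl, Pluronic buffer / Reagent: FP-Rh activity-based fluorescent probe / Control set: S159A mutant high control, sample median low control / Detection: fluorescence polarization with parallel and perpendicular emission, 525/598 nm / Schedule: 45 min + 60 min at 25 °C / Compound dosing: 8.92 µM, single dose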
An asterisk follows results filed as active; x = not tested or not shown. An excerpt; count on the stated rates, not on these rows.

Screens in order: TCR CD3 inh | UHRF1 binding | HTRA1 inhibitor | PRMT1 inh | MBD2 inh | ABHD4 inh | rCAG binder | NPR2 activator | NPR1 activator | SIAE primary
1) COc1ccccc1CCNC(=O)C(=O)c1cn(CC(=O)N2CCOCC2)c2ccccc12
  -7 | 3 | -3 | 2 | 3 | -4 | -1 | 0 | -1 | -3
2) COc1ccc(CNC(=O)CCNS(=O)(=O)c2cccc3nsnc23)cc1
  3 | 0 | 1 | -3 | -4 | 2 | -3 | 0 | 1 | 1
3) CCOc1ccc(Nc2cc(C)nc3ccc(C)cc23)cc1
  1 | 4 | -6 | 5 | 5 | 4 | 9 | -7 | 10 | -4
4) CC(C)C[C@@H](CNCC(=O)[C@H](Cc1c[nH]c2ccccc12)NC(=O)c1[nH]cnc1C(=O)N[C@@H](C)CN)NC(=O)c1nc[nH]c1C(=O)N[C@@H](C)C(=O)O
  7 | 22* | 14 | 2 | 8 | 5 | 10 | 2 | 2 | 11
5) c1ccc(OCc2nn3c(-c4ccccn4)nnc3s2)cc1
  9 | -1 | -4 | -3 | -7 | 12 | -5 | 2 | -4 | 2
6) COC(=O)[C@@]1(Cc2ccc(F)cc2)[C@H]2c3cc(C(=O)N4CCCC4)n(CCF)c3C[C@H]2CN1C(=O)c1ccccc1
  7 | 1 | x | 0 | 2 | 9 | 5 | -11 | -8 | 4
7) C=CCOC(=O)C1=C(C)NC(C)=C(C(=O)OCC=C)C1c1ccc(O)cc1
  0 | -2 | -3 | 2 | 0 | -7 | -3 | -7 | -15 | 1
8) O=C(N/N=C/c1ccc[nH]1)c1ccncc1
  1 | -2 | 1 | 1 | 1 | -1 | 0 | 1 | 2 | 3
9) CC1(C)CC(NC(=O)c2cc([N+](=O)[O-])cc([N+](=O)[O-])c2)CC(C)(C)N1
  -10 | 3 | -2 | 5 | 3 | 5 | -3 | -2 | 0 | 0
10) O=C(O)C1CCN(C(=O)c2ccccc2C(=O)N2CCC(C(=O)O)CC2)CC1
  2 | -3 | 8 | 4 | -7 | -3 | 3 | 1 | 1 | -4
11) O=C(/C=C/c1ccccc1Cl)Nc1cccc(O)c1
  -2 | 5 | -34 | 3 | -3 | -8 | 11 | -5 | -8 | -13
12) Cc1cnc(C(=O)OCC(=O)Nc2cc(-c3ccccc3)nn2-c2ccccc2)cn1
  8 | -4 | -19 | 1 | 1 | 3 | 7 | -2 | -2 | -6
13) Cc1ccc(CNC(=O)/C=C/c2ccc(S(=O)(=O)N3CCOCC3)cc2)cc1
  -9 | -2 | 1 | -4 | 2 | 1 | 0 | 5 | -1 | 5
14) O=C(O)CCc1ccc(-c2ccccc2)n1CC(=O)Nc1cccc(C(F)(F)F)c1
  -3 | 2 | -12 | 0 | -3 | -8 | 29 | 1 | -5 | 2
15) COc1cc2ccccc2cc1C(=O)NCC(c1cccs1)N(C)C (stereo unspecified)
  8 | 1 | -3 | -4 | 1 | -5 | -4 | 4 | -3 | 0
16) COc1cc(/C=C2\SC(=S)N(CCC(=O)Nc3ccccc3O)C2=O)cc(OC)c1OC
  -6 | 0 | -13 | -1 | 3 | -26 | 15 | 3 | 6 | -16
17) COc1ccc(C2CC(=O)c3c(O)cc(O)cc3O2)cc1O (stereo unspecified)
  -12 | 0 | -4 | 4 | -1 | -1 | 4 | -4 | -2 | 9
18) Cc1nnsc1S(=O)c1ccc(F)cc1 (stereo unspecified)
  4 | 0 | 5 | -1 | 2 | 0 | -1 | -5 | 3 | -12
19) CC(C)(C)CC(=O)Nc1nnc(SCC(=O)NC2CCCCC2)s1
  4 | -1 | 3 | 0 | -2 | 2 | 1 | 5 | 0 | -3
20) C=CCNC(=O)c1cn(CC)c2cc(N3CCN(C(=O)c4ccco4)CC3)c(F)cc2c1=O
  -6 | 0 | -5 | 3 | -1 | 6 | -1 | 3 | -1 | -6
21) COc1cccc(CC(=O)OC(C)C(=O)Nc2ccc(N3CCOCC3)cc2)c1 (stereo unspecified)
  -1 | 2 | 3 | -3 | 1 | 0 | -3 | -1 | 0 | 4
22) CCN(CC(=O)Nc1ccc(NC(C)=O)cc1)CC(=O)Nc1ccccc1C(=O)c1ccccc1
  -2 | 2 | -5 | -3 | -4 | -11 | -4 | 4 | 7 | -7
23) CCOC(=O)c1sc2nc3c(SCC(=O)O)cc(C(=O)c4ccccc4O)cn3c(=O)c2c1C
  5 | -2 | -3 | -3 | 1 | -16 | 13 | -3 | -14 | -40
24) Cc1cc(C)n2c(SCCC(C)C)nnc2n1
  -3 | -2 | 1 | -2 | 6 | -2 | 0 | 1 | 6 | -3
25) Clc1ccc(CSc2ncnc3c2ncn3C2CCCCO2)cc1 (stereo unspecified)
  -2 | 0 | -24 | -5 | -2 | -5 | 0 | 1 | 0 | 0
26) Cn1c(NCCCO)nc2ccccc21
  8 | -2 | -8 | 0 | -3 | -3 | -1 | 1 | 2 | 1
27) CNC(=S)N1C2CCCC1CC(NC(=O)c1ccc(F)cc1)C2 (stereo unspecified)
  -1 | 1 | 4 | 4 | -4 | 4 | 6 | 3 | 3 | -4
28) COc1cc(-c2nnc(COC(=O)c3cccn3C)o2)cc(OC)c1OC
  2 | -1 | 2 | 5 | -2 | -1 | -1 | 1 | 1 | 2
29) CCNC(=O)N1c2ccccc2Sc2ccccc21
  -5 | 5 | 1 | 6 | -1 | -4 | -6 | -2 | -6 | 4
30) O=C(c1ccco1)N1CCN(c2nc(C(F)(F)F)nc3c2nnn3Cc2ccccc2)CC1
  7 | 2 | -2 | -1 | 3 | 1 | 2 | -1 | -19 | -9
31) C=CCN1C(=O)c2ccccc2Sc2ccc(C(=O)NC(C)C)cc21
  -3 | -2 | 1 | -1 | 3 | -9 | -2 | 5 | 2 | 1
32) COc1ccc(NC(=O)COC(=O)CNC(=O)C2CCCCC2)cc1OC
  5 | 0 | 5 | -4 | -3 | 2 | -2 | -3 | -5 | 6
33) COc1ccc(NC(=O)c2ccc(NC(=O)c3ccncc3)cc2)cc1
  1 | -1 | -2 | 1 | 0 | -2 | 1 | -1 | -2 | -6
34) CNC(=O)c1c(NC(=O)c2ccc(S(=O)(=O)N3CC(C)OC(C)C3)cc2)sc2c1CCN(C(C)C)C2 (stereo unspecified)
  6 | 9 | -7 | 0 | 8 | 7 | -7 | 5 | 3 | 5
35) CCc1nc2c(OCC(=O)c3ccc(Cl)cc3Cl)cccn2c1N(C=O)Cc1ccc(OC)cc1
  -3 | -4 | x | 4 | -1 | 6 | 7 | -1 | -7 | 5
36) CNC(=O)c1ccccc1F
  -1 | 4 | 4 | 4 | 4 | 5 | 1 | 5 | 0 | 2
37) COc1ccc(Cl)cc1NC(=O)CNc1ccc(F)cc1C
  5 | 0 | -5 | -1 | 0 | -8 | 1 | -7 | -14 | 7
38) Cc1ccccc1Nc1c(-c2ccccn2)nc2ccccn12
  2 | -4 | 8 | -3 | 0 | 12 | -2 | -2 | 4 | 10
39) C=CCn1c(SCCOC)nc2c1c(=O)[nH]c(=O)n2C
  -2 | 0 | 3 | 4 | 1 | 1 | 1 | 8 | 5 | 7
40) Cc1nc(N(C)Cc2ccccc2)c2nnn(Cc3ccccc3)c2n1
  0 | 2 | -27 | -2 | -1 | -15 | 1 | 15 | 15 | -6
41) Cc1ccc(Nc2nc(CSc3nnnn3C)cs2)cc1
  4 | -2 | 3 | 0 | -1 | 2 | 2 | 2 | 0 | 6
42) CCCn1c(SCc2nc(-c3cccs3)no2)nnc1-c1ccncc1
  10 | 0 | 6 | -2 | 1 | 6 | -8 | -3 | -2 | 3
43) CCc1cc(-c2ccc3c(c2)COc2c4ccccc4nn2-3)on1
  -2 | 1 | -22 | 11 | -5 | 32* | 16 | 0 | 0 | -3
44) CCOc1ccc(-c2nnc3ccc(SCC(=O)NCc4ccco4)nn23)cc1
  5 | -2 | -6 | 1 | -3 | -1 | 7 | -13 | -9 | 8
45) Cc1nnc(SCC(=O)c2ccc(Br)cc2)s1
  2 | -3 | -6 | -1 | -1 | -8 | 1 | -3 | 1 | -4
46) NC(=O)c1cc2c(s1)-c1cc(Cl)ccc1SC2
  7 | 1 | -1 | 2 | 0 | -10 | 7 | -2 | -2 | -18
47) COc1cccc(Nc2nc(-c3sc(NC(=O)c4ccco4)nc3C)cs2)c1
  -3 | -3 | 1 | 4 | -6 | 5 | 37* | -7 | -3 | -10
48) COCCn1c(SC(C)C(=O)Nc2ncc(Cl)cc2Cl)nc2ccccc21 (stereo unspecified)
  -9 | 3 | -2 | 2 | -3 | 6 | -1 | -3 | -1 | -2
49) Cc1ccc(OCCC(=O)Nc2ccc3c(c2)OCCCO3)cc1
  0 | -1 | 4 | 0 | 1 | 1 | -3 | 0 | 1 | 15
50) O=C(Nc1ccccc1)c1ccc(Br)c(S(=O)(=O)Nc2ccccn2)c1
  0 | 1 | -1 | -8 | -6 | -8 | 3 | -6 | 3 | -7

Gathered by group, those above containing two or more sulfur atoms.
Screens in order: TCR CD3 inh | UHRF1 binding | HTRA1 inhibitor | PRMT1 inh | MBD2 inh | ABHD4 inh | rCAG binder | NPR2 activator | NPR1 activator | SIAE primary
2) COc1ccc(CNC(=O)CCNS(=O)(=O)c2cccc3nsnc23)cc1
  3 | 0 | 1 | -3 | -4 | 2 | -3 | 0 | 1 | 1
16) COc1cc(/C=C2\SC(=S)N(CCC(=O)Nc3ccccc3O)C2=O)cc(OC)c1OC
  -6 | 0 | -13 | -1 | 3 | -26 | 15 | 3 | 6 | -16
18) Cc1nnsc1S(=O)c1ccc(F)cc1 (stereo unspecified)
  4 | 0 | 5 | -1 | 2 | 0 | -1 | -5 | 3 | -12
19) CC(C)(C)CC(=O)Nc1nnc(SCC(=O)NC2CCCCC2)s1
  4 | -1 | 3 | 0 | -2 | 2 | 1 | 5 | 0 | -3
23) CCOC(=O)c1sc2nc3c(SCC(=O)O)cc(C(=O)c4ccccc4O)cn3c(=O)c2c1C
  5 | -2 | -3 | -3 | 1 | -16 | 13 | -3 | -14 | -40
34) CNC(=O)c1c(NC(=O)c2ccc(S(=O)(=O)N3CC(C)OC(C)C3)cc2)sc2c1CCN(C(C)C)C2 (stereo unspecified)
  6 | 9 | -7 | 0 | 8 | 7 | -7 | 5 | 3 | 5
41) Cc1ccc(Nc2nc(CSc3nnnn3C)cs2)cc1
  4 | -2 | 3 | 0 | -1 | 2 | 2 | 2 | 0 | 6
42) CCCn1c(SCc2nc(-c3cccs3)no2)nnc1-c1ccncc1
  10 | 0 | 6 | -2 | 1 | 6 | -8 | -3 | -2 | 3
45) Cc1nnc(SCC(=O)c2ccc(Br)cc2)s1
  2 | -3 | -6 | -1 | -1 | -8 | 1 | -3 | 1 | -4
46) NC(=O)c1cc2c(s1)-c1cc(Cl)ccc1SC2
  7 | 1 | -1 | 2 | 0 | -10 | 7 | -2 | -2 | -18
47) COc1cccc(Nc2nc(-c3sc(NC(=O)c4ccco4)nc3C)cs2)c1
  -3 | -3 | 1 | 4 | -6 | 5 | 37* | -7 | -3 | -10

Screening results as filed in PubChem BioAssay.
